Glioma ERSR ind = qHTS for Inducers of the Endoplasmic Reticulum Stress Response (ERSR) in Human Glioma: qHTS. Potency, µM, for the others: at the highest dose activation, hits mostly activators. U87-MG GRP78 promoter luciferase reporter, 16 h. AID 602332, 2012. 0.02% of 420,000 active; further: potency means the concentration at half of the fitted maximal effect; series mostly up to about 76 µM; % of control where 0% means no effect; nearly all actives have a fitted effect of over 35% in size
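Stably transfected U87-MG glioma cells carrying a GRP78-based luciferase sensor; 16 h compound incubation. Luminescence end-point read 10 min after Bright-Glo addition at room temperature.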
ALOX12 inh = Primary qHTS assay for inhibitors of human arachidonate 12S-lipoxygenase (ALOX12): Round 2 | Polyunsaturated fatty acid lipoxygenase ALOX12 (Homo sapiens), P18054 | purified 12hLO, xylenol orange hydroperoxide absorbance | Potency, µM (series often up to 108 µM), without a hit: at the highest dose activity change, negative = inhibition, most hits filed as inhibitors | 1.1% of 580,000 active; further: potency means the concentration at half of the fitted maximal effect; on the % scale 0 is the no-effect control and ±100 the full control effect
Target sequence (P18054 whole entry, looked up): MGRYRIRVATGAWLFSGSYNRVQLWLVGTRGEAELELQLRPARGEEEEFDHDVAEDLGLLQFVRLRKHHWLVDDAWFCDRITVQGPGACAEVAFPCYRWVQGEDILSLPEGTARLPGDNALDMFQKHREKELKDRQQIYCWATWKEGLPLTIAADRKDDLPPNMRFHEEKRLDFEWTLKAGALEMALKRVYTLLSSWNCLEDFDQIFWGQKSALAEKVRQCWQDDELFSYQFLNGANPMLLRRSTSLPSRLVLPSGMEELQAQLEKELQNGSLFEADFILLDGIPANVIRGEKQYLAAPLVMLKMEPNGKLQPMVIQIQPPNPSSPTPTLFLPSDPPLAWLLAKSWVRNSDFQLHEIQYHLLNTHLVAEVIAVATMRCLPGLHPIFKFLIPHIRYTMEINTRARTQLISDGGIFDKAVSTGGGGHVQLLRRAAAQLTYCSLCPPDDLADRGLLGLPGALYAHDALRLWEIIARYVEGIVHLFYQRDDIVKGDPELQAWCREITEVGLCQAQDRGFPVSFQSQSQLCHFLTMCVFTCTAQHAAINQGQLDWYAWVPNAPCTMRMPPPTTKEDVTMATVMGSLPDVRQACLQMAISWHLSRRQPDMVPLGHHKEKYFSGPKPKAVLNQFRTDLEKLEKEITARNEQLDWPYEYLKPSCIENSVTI
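Purified human 12hLO (150 nM final) in 25 mM Hepes, 0.01% Triton X-100, pH 7.0 was preincubated 15 min at room temperature with compound. Then 40 uM arachidonic acid was added, 30 min. Hydroperoxide was read by Fe-XO absorbance ratio 573/405 nm.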
Vif-A3F inh = qHTS for Inhibitors of Vif-A3F Interactions: qHTS; 0.2% of 390,000 active; Potency, µM (highest dose often 46.1 µM), inactives show top-dose activity, negative = active; HeLa A3F-eYFP + Vif (tagged APOBEC3F with the HIV-1 protein that degrades it), YFP fluorescence increase; further: potency means the concentration at half of the fitted maximal effect; % of control where 0% means no effect; nearly all actives have a fitted effect of over 65% in size
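Fluorescence increase (Ex 488/Em 500-530) after overnight compound treatment at 37 deg C flags inhibition of Vif-driven A3F-eYFP loss in stable HeLa A3F-eYFP/Vif cells seeded overnight beforehand.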
RGS4 inhibitor = Inhibitors of Regulator of G Protein Signaling (RGS) 4: qHTS; Transcreener GDP fluorescence polarization, RGS4-accelerated GTP hydrolysis; Potency, µM (highest dose often 114 µM), without a hit: at the highest dose activity change, negative = inhibition, actives largely listed as inhibitors; 0.039% of 390,000 active; AID 504845, 2011; further: potency means the concentration at half of the fitted maximal effect; on the % scale 0 is the no-effect control and ±100 the full control effect; nearly all actives have a fitted effect of over 75% in size; some results filed as inactive show a strong effect at the top dose
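MLSMR compounds (23 nl, pin-transferred) preincubated 10 min at room temperature with a 500nM (2x) first reagent, then RGS4 at 900nM (2x) plus Transcreener GDP mix added; fluorescence polarization (620/688 nm) read before and after 90 min at 30 °C.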
ERG-DNA inh = qHTS for Small Molecule Inhibitors of the ERG Ets/DNA interaction. fluorescence polarization, His-ERG Ets domain / labelled DNA. 0.028% of 370,000 active. Potency, µM (top dose mostly 76.9 µM), inactives show at the top dose FP activity, negative = inhibition, actives largely listed as inhibitors. Transcriptional regulator ERG (Homo sapiens), P11308; active means well fitted inhibition curve with a large enough effect in the polarisation, with a control signal flat; inconclusive means small, poorly fitted or top-dose-only effect, or effect the other way, or a change in a side signal; inactive means no such curve, though single readings can be large or run the other way; the % refers to the polarisation;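 further: polarization taken with two DNA probes labelled with fluorescein and Texas red; potency means the concentration at half of the fitted maximal effect; % of control where 0% means no effect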
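His-tagged ERG Ets domain (1 uM in the protein solution; 300mM KCl, 50mM Tris-HCl, 1mM EDTA, 1mM DTT, pH 7.5) received compound, then a probe mix of 5 nM fluorescein-DNA and 100nM Texas-615-DNA. Fluorescence polarization was read for both dyes.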
D2 antagonist = HTS Assay for Allosteric Antagonists of the Human D2 Dopamine Receptor: Primary Screen for Antagonists | HEK293 TREx D2 cells, calcium flux, dopamine EC80 | D(2) dopamine receptor (Homo sapiens), P14416 | 2% of 340,000 active | inhibition, % at 10 µM | AID 485344, 2010; in the data active means inhibition above about 30%; further: 0% is about no effect
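Dopamine at EC80 is the agonist stimulus; test compounds precede it by 180 s. Calcium flux read kinetically in a force-coupled, inducible HEK293 T-REx D2 cell line.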
Vif-APOBEC3G blk = qHTS for Inhibitors of Vif-A3G Interactions: qHTS; DNA dC->dU-editing enzyme APOBEC-3G (Homo sapiens), Q9HC16; HeLa A3G-eYFP + Vif (tagged APOBEC3G with the HIV-1 protein that degrades it), YFP fluorescence, overnight; Potency, µM (doses to about 46.1 µM), without a hit: at the top dose activity, negative = active, most hits filed as inhibitors; 0.076% of 410,000 active;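 further: potency means the concentration at half of the fitted maximal effect; on the % scale 0 is the no-effect control and ±100 the full control effect; nearly all actives have a fitted effect of over 60% in size; hits raise eYFP signal because A3G escapes Vif-driven loss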
Target sequence (Q9HC16 whole entry, looked up): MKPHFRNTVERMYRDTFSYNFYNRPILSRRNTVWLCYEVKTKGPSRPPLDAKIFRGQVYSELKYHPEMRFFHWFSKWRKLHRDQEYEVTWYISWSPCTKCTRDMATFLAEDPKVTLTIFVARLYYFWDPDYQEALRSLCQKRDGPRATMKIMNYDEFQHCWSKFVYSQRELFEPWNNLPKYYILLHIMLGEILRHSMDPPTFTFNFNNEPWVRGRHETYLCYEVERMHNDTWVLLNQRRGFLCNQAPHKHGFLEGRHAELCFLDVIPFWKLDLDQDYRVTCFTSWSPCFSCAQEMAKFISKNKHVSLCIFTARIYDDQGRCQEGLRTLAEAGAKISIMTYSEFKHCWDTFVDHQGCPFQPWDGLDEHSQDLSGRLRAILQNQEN
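Read-out is eYFP fluorescence (Ex 488/Em 500-530) from Vif-expressing HeLa A3G-eYFP cells; more signal means A3G escaped Vif-mediated degradation. Cells plated overnight, compound pinned in, incubated overnight at 37 deg C.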
LDHA block = qHTS assay for inhibitors of human lactate dehydrogenase | AID 1347041, 2019 | purified LDHA, NADH/diaphorase-resazurin fluorescence; stronger effect = lower value | L-lactate dehydrogenase A chain (Homo sapiens), P00338 | 0.15% of 480,000 active | activity change, % (values are at about 110 or 230 µM); in the data active means activity change below about -30%; inconclusive means mostly about -25% to -30%;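 further: plate controls were DMSO wells for no effect and wells without enzyme for full effect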
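LDH5 2 nM; NADH 0.06 mM, pyruvate 0.2 mM; 200 mM Tris pH 7.4, EDTA, Tween-20; 5 min RT. Detection: diaphorase 0.133 mg/mL + resazurin 37 µM, fluorescence ex540/em590 at 0 and 20 min; normalized to enzyme-free and DMSO wells.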
D2 agonist = HTS Assay for Allosteric Agonists of the Human D2 Dopamine Receptor: Primary Screen for Agonists | D(2) dopamine receptor (Homo sapiens), P14416 | HEK293 T-REx D2 cells, calcium flux agonist mode | activation, % at 2 µM | 0.53% of 340,000 active;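 active means activation over 3 SD above normal in the single-dose calcium agonist read, cut at about 30% in these data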; further: 0% is about no effect
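Calcium-flux readout, 1 cycle/sec over 180 s following compound pin transfer, in inducible HEK293 Trex D2 cells (force-coupled); dopamine controls included. Positive calcium responses during this window marked compounds as potential agonists.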
The depositor's hits bear a star; ? = inconclusive; / = no result given; & = joins results of further samples; ! = a repeat was not active; [ ] = another dose, or the depositor's remark. Unless noted, the call rests on the fitted dose curve; in most records, active means well fitted curve in the direction sought with a large enough effect; inconclusive means small, poorly fitted or top-dose-only effect, or another doubt; inactive means no such curve, though single readings can be large; an effect the other way counts as inactive or inconclusive. A portion of the library; count on the stated rates, not on these rows.

SMILES	Glioma ERSR ind	ALOX12 inh	Vif-A3F inh	RGS4 inhibitor	ERG-DNA inh	D2 antagonist	Vif-APOBEC3G blk	LDHA block	D2 agonist
CC(=O)NCCNC(=O)c1oc2ccccc2c1CSc1ncn[nH]1	-2%	6%	-11%	-4%	3%	6	2%	0	-0.1
Cc1nc(Cc2nnc(SCC(=O)N3CCN(c4ccc(O)cc4)CC3)o2)cs1	-5%	-9%	-3%	-12%	-4%	8	-4%	9	0.6
CCOc1ccc(CCNC(=O)c2ccc3nc(CC)c(CC)nc3c2)cc1	14%&4%	?	3%&-1%	-20%[56.9 µM]	-3%&-10%	5	-7%&-2%	-1&-4	-1.1&1.4
CN(C1CCCCC1)S(=O)(=O)c1ccc2c(c1)c(=O)c(C(=O)NCc1ccccc1Cl)cn2C	1%	-27%	3%	-4%	-2%	/	-2%	-3	0.4
CCSc1nnc(COc2ccccc2)n1CC	-4%	0%	-7%	-2%	10%	-10	2%	-5	-0.1
O=S(=O)([O-])C(c1ccccc1)[n+]1ccccc1 (configuration not stated)	-6%	?	3%	1%	-10%	28	0%	-3	0.5
Cc1cccc(/C=C/c2onc(C)c2S(=O)(=O)N2CCC(C(=O)NC(C)C)CC2)c1	-4%	0%[57.4 µM]	-8%	29%	6%	-5	2%	-4	-0.7
COc1ccc(Cc2nc3ccc(C(=O)NC(C)C)cc3o2)cc1	3%	4%	-3%	-4%	2%	/	0%	0	/
O=C(c1cnn(-c2ccccc2)c1-n1cccc1)N1CCN(C2CCCCC2)CC1	-1%	15%	-2%	-1%	-1%	-5	4%	-6	-1.7
CCOCCCN1C(=O)C(O)=C(C(C)=O)C1c1cccs1 (configuration not stated)	3%	-7%	6%	11%	-9%	/	2%	-5	/
COc1ccc(-n2c(Cc3cccn3C)nnc2SCC(=O)NCc2ccccc2Cl)cc1	-2%	407%[activator]	0%	-28%	5%	4	-6%	-2	0.2
COc1ccc(NC(=O)CC2SC(N)=NC2=O)c([N+](=O)[O-])c1 (configuration not stated)	0%	-2%	0%	12%	-18%	-5	0%	-2	-0.3
Cc1ccc(O)c(C(=O)c2cnn(C(=O)c3cccc(S(=O)(=O)N(C)C)c3)c2)c1	-2%	?	8%	1%	-5%	-1	0%	-7	0.1
O=C(O)c1ccc(Nc2ccc(F)c(F)c2)c([N+](=O)[O-])c1	-2%	34%[activator]	18%	6%	-1%	4	3%	-9	-0.3
O=C(CCCn1c(SCC(=O)NC2CCCCC2)nc2ccccc2c1=O)NCC1CCCO1 (configuration not stated)	-2%	-14%	-7%	-18%	7%	/	1%	-5	/
O=S(=O)(Nc1ccc(F)cc1)c1cccc2nsnc12	0%	0%	-14%	-18%	-2%	5	1%	2	0.9
Oc1ccc2ccc3cccc[n+]3c2c1	-4%	?	?	?	-26%	/	9%	-14	/
COc1cccc(C(=O)N2CCN(S(C)(=O)=O)CC2)c1	-1%	-22%	2%	-35%	5%	-10	1%	-6	0.0
COc1ccc(-c2nc3sc(CCNC(=O)C(=O)Nc4ccccc4C#N)c(C)n3n2)cc1	-1%	?	8%	9%	0%	/	8%	5	-0.4
Cc1cc(OCC(=O)Nc2ccc(S(=O)(=O)N3CCN(C)CC3)cc2)ccc1Cl	-2%	-17%	/	-28%	-1%	-17	1%	0	0.4
O=C(Nc1ccccc1)c1ccc(CN2CCc3ccccc3C2)cc1	5%	-7%	?	8%	-1%	54*	-7%	-7	-0.5
CN1CCN(Cc2c(C(=O)N3CCc4ccccc4C3)nc3ccc(Cl)cn23)CC1	0%	10%	-17%	13%	0%	22	0%	-3	0.2
NNC(=O)C(Cc1ccc(O)cc1)N1Cc2ccccc2C1=O (configuration not stated)	4%	74%[activator]	4%	-1%	-5%	-23	-11%	1	0.3
CC1=C(C(=O)Nc2ccccc2)C2(CCCCC2)C(C#N)=C(SCC(N)=O)N1	0%	-23%	-11%	-46%[11.4 µM]	-4%	12	1%	-5	0.4
C[C@@H]1CN([C@@H](C)CO)C(=O)CCCn2nncc2CO[C@H]1CN(C)Cc1cccnc1	0%	-3%	5%	/	/	/	0%	-7	/
CCCCN(C(=O)c1c(CC)noc1C)c1c(N)n(CC(C)C)c(=O)[nH]c1=O	-3%	-14%	-12%	-16%	-12%	2	-4%	-1	0.3
CCc1nnc(NC(=O)CS(=O)(=O)Cc2ccccc2)s1	-1%	22%	0%	-18%	2%	3	-1%	2	-0.6
COc1ccccc1C(=O)Oc1ccc(N2C(=O)CCC2=O)cc1	-10%	0%	-12%	?	-3%	/	0%	-4	/
O=C(Cn1ccc2ccccc21)Nc1ccc2c(c1)OCO2	2%	?	-18%	31%	5%	1	-8%	-36*!	0.6
CC(=O)N1CCc2c(sc3c2c(=O)n(Cc2ccccc2)c(=O)n3CC(=O)NCC2CCCO2)C1 (configuration not stated)	-4%	15%	2%	15%	-8%	6	3%	-3	0.4
Cc1c(NC(=O)C(C)OC(=O)c2c3c(nc4ccccc24)CCC3)c(=O)n(-c2ccccc2)n1C (configuration not stated)	-3%	-16%	15%	31%	-3%	0	-2%	-7	-1.7
Cc1cc(C(=O)CSc2nnc(N)s2)c(C)n1-c1c(C)n(C)n(-c2ccccc2)c1=O	-4%	?	7%	?	-4%	-22	0%	-7	0.1
N#Cc1cccc(C#N)c1Oc1ccc(S(=O)(=O)Nc2ccc(Cl)cc2)cc1	-3%	0%	-28%	-3%	3%	2	-1%	0	6.1
O=C(CN1C(=O)NC2(CCSC2)C1=O)N1CCN(c2ccc(F)cc2)CC1 (configuration not stated)	-2%	?	-2%	-3%	-4%	-1	-5%	-1	0.4
O=C(CCc1ccccc1Cl)N1CCN(S(=O)(=O)c2ccccc2)CC1	-2%	-2%	-4%	11%	-6%	-3	0%	-9	0.3
Nc1ccccc1C#Cc1ccccc1	4%	3%	-8%	7%	-1%	-9	-7%	1	0.0
C[C@]12CCC(=O)CC1=CCC1C3CC=C(C#N)[C@@]3(C)CC[C@@]12O (some centres not stated)	-2%	?	-1%	-20%	4%	/	1%	3	/
Cc1ccccc1Nc1c(-c2ccc(N3CCOCC3)cc2)nc2ccc(Br)cn12	0%	-25%	-9%	21%	0%	/	3%	2	-0.6
Clc1ccccc1-c1nnc(CNC2CC2)o1	4%	6%	14%	6%	4%	-16	-8%	1	0.5
CCC(=O)n1nc(-c2ccccc2)nc1N	-1%	17%	0%	-12%	0%	10	-2%	-4	0.2
C=CCC(c1ccccc1)N(C(C)=O)c1ccco1 (configuration not stated)	-4%	0%	18%	-4%	1%	-4	-2%	-13	-0.2
Cc1oc(-c2ccc(Cl)cc2)nc1CN1CCCC(C(=O)NCCc2ccccc2)C1 (configuration not stated)	0%	?	-2%	-3%	4%	/	-2%	2	-0.7
CC1(C(=O)NCCC(F)(F)F)Cc2c(-c3cccc(C(N)=O)c3)ccnc2O1 (configuration not stated)	-2%	-4%	/	/	/	/	?	-8	/
Cc1cccc(-n2nnc(C(=O)NCc3ccccc3)c2N)c1	-4%	0%	5%	0%	6%	/	2%	-8	/
Cc1cc(C)c(C)c(S(=O)(=O)NCCCN2CCOCC2)c1C	4%	-4%	-4%	-6%	13%	/	0%	1	/
Cc1ccccc1-c1n[nH]c(=S)n1Cc1ccccc1	-1%	?	?	7%	-6%	23	0%	-6	-0.4
COc1ccc(S(=O)(=O)N2CCOCC2)cc1NC(=O)c1ccncc1	-3%	4%	5%	9%	-1%	-11	0%	-3	0.5
Cc1ccc(N2C(=O)c3ccccc3C2=O)cc1	6%	0%	-3%	-17%	-3%	-11	0%	0	0.3
CCn1c(C)c(C(C)=O)c(N2CCN(c3ccc(F)cc3)CC2)nc1=S	-4%	0%	2%	18%	2%	-2	-5%	-3	0.0
COc1ccc(N2CCN(C(=O)COC(=O)CNC(=O)c3ccc(C)cc3)CC2)cc1	-5%	2%	-2%	-9%	/	-8	1%	6	0.0
CCC(C)Oc1ccccc1C1CC(=O)NC2=C1C(=O)CCC2 (configuration not stated)	-5%	23%	-9%	8%	-3%	4	?	-3	0.8

Random excerpt: 3 compounds from above
SMILES	Glioma ERSR ind	ALOX12 inh	Vif-A3F inh	RGS4 inhibitor	ERG-DNA inh	D2 antagonist	Vif-APOBEC3G blk	LDHA block	D2 agonist
CCC(C)Oc1ccccc1C1CC(=O)NC2=C1C(=O)CCC2 (configuration not stated)	-5%	23%	-9%	8%	-3%	4	?	-3	0.8
Cc1ccccc1Nc1c(-c2ccc(N3CCOCC3)cc2)nc2ccc(Br)cn12	0%	-25%	-9%	21%	0%	/	3%	2	-0.6
COc1ccc(S(=O)(=O)N2CCOCC2)cc1NC(=O)c1ccncc1	-3%	4%	5%	9%	-1%	-11	0%	-3	0.5

Screens from PubChem BioAssay.
